Screening results: PubChem BioAssay, several laboratories
Large T inhibition: TAg ATPase/helicase activity blockers – biochemical (AID 1903); 310,000 compounds, 0.39% hits; SV40 large T antigen ATPase/helicase inhibition assay; higher % means a stronger effect; inhibition, % at 20 µM, or IC50 in µM where a hit was titrated; in the data active = a potency from the dose series; inconclusive = inhibition mostly from about 32% at the one dose, without a potency; inactive = the rest, 99 in 100 with inhibition below about 32%; note: strong numbers were not always called active
RSV antiviral HEp-2: inhibition of RSV-induced cytopathic effect – HEp-2 cells, primary 10 µM value included (AID 2391); HEp-2 cells, RSV-induced CPE inhibition; higher % means a stronger effect; CPE inhibition, % at 10 µM, or IC50 in µM where a hit was titrated; 310,000 compounds, 0.13% hits; in the data active = a potency from the dose series; inconclusive = CPE inhibition mostly from about 23% at the one dose, without a potency; inactive = the rest, 99 in 100 with CPE inhibition below about 21%; note: strong numbers were not always called active
Myeloid diff MLP: promotes myeloid progenitor differentiation; ER-HoxA9 myeloid progenitors, lysozyme-GFP differentiation, flow cytometry; calls only at 10 µM; 360,000 compounds, 1% hits;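 active = normalized GFP-positive differentiation at or above the plate's own cutoff, the solvent-only control mean plus 3 SD; inconclusive = no clear call, values can overlap the other calls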;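 note: cells exposed to compound for four days before flow analysis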
Rac1 GTP hydrolysis: MgcRacGAP GTPase-activating activity inhibitors, confirmation, biochemical, ADP Hunter fluorescence; one-dose inhibition, % at 30 µM; IC50 in µM for titrated hits; 340,000 compounds, 0.6% hits; MgcRacGAP-stimulated Rac1 GTP hydrolysis, ADP Hunter fluorescence; higher % means a stronger effect; GST-tagged Rac1 F28L mutant substrate; AID 624330;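 active = first-screen hits whose inhibition reached a set limit at any dose in the follow-up dose series; inconclusive = inhibition above the set first-screen limit but never retested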;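 note: fluorescence reports GDP produced by GAP-driven GTP hydrolysis; strong numbers were not always called active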
T cell HTS: modulates CD8 T cell binding to vesicles | 2C CD8+ T cell-vesicle binding, flow cytometry; active compounds read low | calls only at 7 µM | 330,000 compounds, 0.068% hits | AID 2052;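 active = response, share of CD8 T cells binding vesicles, and their 90th percentile fluorescence all below set limits, cut at about 80% in these data, passing the limit was not always enough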
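Benchmarks: naked versus QL9-loaded vesicles / Assay system: purified 2C TCR transgenic mouse naive CD8+ T cells / Technique: high-throughput flow cytometry with anti-B7-1 and anti-CD8 staining / Timing: Cell–vesicle co-incubation 1.5 h at 37 °C, staining 20 min on ice / Read-out: percent CD8+ FL2 mean versus row control / Probe or stimulus: QL9-loaded Drosophila micro-vesicles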
b-catenin transl: modulators of beta-catenin nuclear translocation; HeLa beta-catenin nuclear translocation, immunofluorescence imaging; nuclear translocation activity, % at 5 µM; 190,000 compounds, 0.3% hits; AID 1665;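 active = nuclear translocation activity above 50% at 5 µM, with a well cell count of 50 or more; inconclusive = wells under 50 cells across six images, flagged as toxic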;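 note: per-cell ratio of nuclear to cytoplasmic median beta-catenin stain intensity; plate controls were DMSO negative control for no effect and GSK-3 inhibitor IX positive control for full effect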
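Signal – beta-catenin immunofluorescence imaging with DAPI · Test system – human HeLa cell line · Dosing – 5 µM primary single dose, 0.1% DMSO, 0.02–20 µM confirmation series · Measure – % activation, nuclear-to-cytoplasmic median beta-catenin signal ratio per cell · Incubation – 24 h compound exposure at 37°C, 5% CO2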
WT yeast gro inh: growth inhibition of WT yeast, mitochondrial fusion screen | 190,000 compounds, 2.1% hits | inhibition, % at 10 µM | mitochondrial fusion phenotypic screen, WT strain; in the data active = inhibition above about 58%; tested in S. cerevisiae
Salmonella PhoP GFP: PhoP-dependent GFP reporter repression – Salmonella Typhimurium, primary screen (AID 1863) | S. Typhimurium PhoP-regulated promoter GFP reporter, 4 h; higher % means a stronger effect | inhibition, % at 50 µM, or IC50 in µM where a hit was titrated | 300,000 compounds, 0.16% hits;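 active = inhibition over 29.93%, a cutoff 3 SD above the screen mean, later confirmed by dose response; inconclusive = inhibition over 29.93% but no dose response follow-up; inactive = inhibition at most 29.93% or unconfirmed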;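 note: 0% = low Mg2+ inducing control and 100% = high Mg2+ repressing control; strong numbers were not always called active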
West Nile antiviral: West Nile virus antiviral activity, cell-based, CPE readout (AID 1621); 290,000 compounds, 0.02% hits; one-dose CPE inhibition, % at 10 µM; IC50 in µM for titrated hits; West Nile virus-infected cells, CPE inhibition; higher % means a stronger effect; in the data active = a potency from the dose series; inconclusive = CPE inhibition mostly from about 3.7% at the one dose, without a potency; inactive = the rest, 99 in 100 with CPE inhibition below about 2.2%; note: strong numbers were not always called active
WT yeast gro inh mutant strain: further read-out of WT yeast gro inh, marked with its call; inhibition, %; mitochondrial fusion phenotypic screen, mutant strain inhibition
b-catenin transl cell count 5 µM: also measured in b-catenin transl; calls as there; cell count; measured here: cell count, cytotoxicity flag
T cell HTS vesicle-bound %: also measured in T cell HTS; calls as there; double positive events, %; measured here: CD8+ vesicle-bound cell fraction;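 binding gate set so that unloaded-vesicle control wells show 10% double positive cells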
Myeloid diff MLP GFP+ MAC1+ %: recorded beside Myeloid diff MLP, whose call it bears; GFP+ MAC1+ double positive, %; measured here: differentiation confirmed by MAC1 staining
* = called active by the depositor; i = inactive; ? = inconclusive; / = no result given.

SMILES	Large T inhibition	RSV antiviral HEp-2	Myeloid diff MLP	Myeloid diff MLP GFP+ MAC1+ %	Rac1 GTP hydrolysis	T cell HTS	T cell HTS vesicle-bound %	b-catenin transl	b-catenin transl cell count 5 µM	WT yeast gro inh	WT yeast gro inh mutant strain	Salmonella PhoP GFP	West Nile antiviral
CCOc1ccc(C(=O)NC(=S)Nc2ccccc2N2CCOCC2)cc1Br	20%	?	i	0.6	0%	i	50	-1.6	525	35	15	22%	0.0%
Clc1ccc(-n2ncc3c(N4CCCCCC4)ncnc32)cc1	0%	1.4%	i	1.4	1%	i	37	-4.4	1128	0	-5	0%	0.3%
COc1ccc(NCc2n[nH]nc2-c2ccccc2)cc1Cl	16%	7.2%	i	0.6	2%	i	30	/	/	14	19	-8%	0.2%
CCOc1ccccc1CNC(=O)CNC(=O)c1cccs1	5%	3.4%	i	4.8	8%	i	16	/	/	/	/	-6%	0.2%
CSc1nc2n(n1)C(c1cccs1)C1=C(CCCC1=O)N2 (centres undefined)	8%	-1.5%	?	/	2%	i	28	1.3	1072	-7	-6	0%	1.2%
Cc1[nH]c2ccccc2c1C(=O)COC(=O)C1CCC(=O)N1 (centres undefined)	3%	1.7%	i	0.2	9%	i	24	0.0	1169	0	3	12%	0.4%
Cc1nc2c(C(=O)Nc3ccc(N4CCCC(O)C4)cc3)snc2c(=O)[nH]1 (centres undefined)	10%	-1.5%	i	0.6	20%	i	39	-0.7	1354	/	/	-7%	0.2%
Cc1cc(C)c(C#N)c(SCc2ccc(C(=O)O)cc2)n1	6%	-0.5%	i	1.2	19%	i	42	/	/	/	/	2%	-0.8%
CCOc1cc(C2NC(=O)N(C)C(C)=C2C(=O)OC)cc(Br)c1O (centres undefined)	6%	2.6%	i	1.0	9%	i	29	/	/	12	12	-4%	0.1%
O=C(NCC1COc2ccccc2O1)c1ccco1 (centres undefined)	4%	2.6%	i	0.6	9%	i	25	-0.2	1399	2	8	8%	0.2%
CCN(CC)CC(C)(C)NS(=O)(=O)c1ccc(Cl)cc1	-5%	-1.0%	i	7.9	0%	i	58	-3.3	1004	4	20	-8%	0.0%
O=C(CN1CCSC1=NCc1ccccc1)c1ccc(Cl)c(Cl)c1	3%	19%	i	0.2	2%	i	45	-4.0	1057	11	8	-9%	0.2%
O=C(O)CSc1nnc(COc2cccc3ccccc23)n1Cc1ccccc1	-13%	1.2%	/	/	1%	i	58	-0.8	1108	3	-13	1%	-0.1%
COc1cc2ccccc2cc1C(=O)N1CCN(c2ccccc2O)CC1	/	2.6%	i	0.9	2%	i	36	/	/	/	/	/	/
Cc1nn2c(c1-c1ccccc1)N=C(c1ccco1)CC2c1ccccc1 (centres undefined)	21%	1.3%	i	0.7	10%	i	18	1.0	1040	15	17	1%	-0.3%
O=C(N/N=C/c1cc([N+](=O)[O-])ccc1Cl)c1cc(-c2ccccc2)nc2ccccc12	5%	-0.5%	i	0.5	3%	i	23	-0.4	1274	/	/	-1%	0.0%
COc1ccc(OCC(=O)NCCc2c[nH]c3ccccc23)cc1	-3%	1.4%	i	1.1	-1%	i	41	-0.5	1563	-2	-10	-4%	-0.5%
Cc1ccc(CN(CC(=O)NC(C)(C)C)C(=O)CNC(=O)c2cccs2)cc1	-2%	-0.6%	i	0.2	1%	i	28	-0.4	1471	-14	-11	3%	-0.8%
CC1(C)C/C(=N\O)c2cc3c(nc2C1)CCCC3	8%	1.4%	i	2.9	11%	i	18	-7.3	1148	5	12	-2%	-0.8%
CNC(=O)c1cn(-c2ccccc2)c(=O)c2ccccc12	2%	-0.2%	i	0.6	0%	i	29	-0.6	1354	-2	-5	10%	-0.4%
Cc1cc(Cl)ccc1NC(=S)NCc1ccccc1Cl	9%	15%	i	0.6	6%	i	47	-0.8	925	51	4	0%	-1.0%
O=C(NCCc1ccccc1)C(NS(=O)(=O)c1cccc2nsnc12)c1ccccc1 (centres undefined)	9%	5.6%	i	0.3	6%	i	8	0.2	578	-9	-11	4%	-0.5%
O=C(Nc1ccncc1)c1ccc2ncsc2c1	8%	-1.0%	i	0.4	4%	i	51	/	/	/	/	-17%	/
COc1ccccc1CNCC(=O)Nc1ccc(N2CCOCC2)cc1	13%	0.7%	i	0.4	17%	i	32	1.1	863	4	-16	14%	-1.0%
N#CCCNC(=O)CCN1CCCCC1	3%	0.2%	i	1.4	7%	i	42	-4.3	1129	0	-1	-5%	1.1%
CCOc1ccc(N=CC2=C(O)CC(c3ccco3)CC2=O)cc1 (centres undefined)	11%	1.3%	i	2.0	5%	i	46	-0.4	1008	0	7	-15%	-0.3%
CC(C)CC(=O)N=Nc1c(O)[nH]c2ccccc12	7%	1.4%	i	0.1	3%	i	40	0.0	1129	-13	3	4%	0.4%
COc1ccc(CNC(=O)[C@@H](NC(=O)C2CCN(C(=O)[C@@H](N)Cc3ccccc3)CC2)C(C)C)cc1	5%	1.4%	i	3.6	5%	i	57	/	/	/	/	-7%	1.0%
Cc1ccc(S(=O)(=O)NC2(C(F)(F)F)NC(=O)N(c3ccc(F)cc3)C2=O)cc1 (centres undefined)	-6%	-0.6%	i	0.6	1%	i	22	/	/	/	/	6%	1.1%
CCOC(=O)c1c(C)nc2c(c(SC)nn2-c2ccccc2)c1N	-6%	8.6%	i	0.3	5%	i	39	-1.0	1314	-13	5	-3%	0.7%
Cc1cc(C(=O)NC(C)C2CCCO2)cs1 (centres undefined)	5%	0.1%	i	1.4	-8%	/	/	-0.5	1196	3	6	-5%	-0.1%
Cc1ccc2nc(SCC(=O)Nc3nonc3C)[nH]c2c1	4%	3.4%	i	1.0	3%	i	40	/	/	/	/	3%	-0.1%
CCOc1ccc(NC(=O)CN(C)C(=O)c2cc(C)on2)cc1OCC	23%	-1.2%	i	1.3	7%	i	27	/	/	/	/	-1%	/
CCc1ccccc1NC1=CC(=O)CC(C)(C)C1	5%	0.0%	i	0.1	3%	i	25	-1.7	1103	-3	-9	-2%	-0.2%
CCOC(=O)c1c(NC(NC(C)=O)C(Cl)(Cl)Cl)sc2c1CCCC2 (centres undefined)	10%	11%	i	0.3	5%	i	35	6.6	826	67*	22*	-15%	-1.1%
Cc1noc(C)c1COc1cccc(C(=O)NCc2cccc(Cl)c2)c1	1%	14%	i	0.9	6%	i	58	-2.0	1395	38	-1	1%	-0.8%
Fc1ccc(CSc2ncnc3c2oc2ccccc23)cc1	4%	2.4%	i	0.8	0%	i	34	-1.5	1099	6	16	-4%	-0.4%
CCOC(=O)COc1ccc2c(=O)c(-c3ccc(OC)c(OC)c3)c(C(=O)OCC)oc2c1	18%	1.1%	i	0.0	7%	i	44	-0.9	1197	/	/	5%	0.2%
NC(=O)N/N=C/C=C/c1ccccc1	-2%	3.9%	i	2.0	7%	i	22	0.4	1393	1	5	3%	0.4%
Cc1[nH]n(-c2ccccc2)c(=O)c1/C=N/c1nn[nH]n1	16%	0.8%	i	0.3	/	i	25	-1.6	1039	22	7	-1%	0.3%
COc1ccccc1NC(=O)Nc1ccccc1C(N)=O	15%	1.1%	i	0.3	6%	i	62	-1.8	1018	-3	14	1%	0.2%
CCOC(CC(=O)NNC(=O)c1c(-c2c(Cl)cccc2Cl)noc1C)OCC	2%	/	i	0.3	/	i	57	-1.6	1265	/	/	-5%	0.2%
CCOC(=O)c1cccc(NC(=O)CSc2nnc(CNc3ccc(C)cc3)n2CC)c1	32%	0.9%	i	5.4	11%	/	/	-3.7	1041	4	4	-2%	-0.3%
Cc1ccccc1C(=O)Oc1ccccc1C(=O)N1CCOCC1	21%	0.7%	i	1.0	7%	i	10	-2.2	624	8	-1	-3%	0.4%
O=C(Cn1c(=O)sc2ccccc21)N1CCOCC1	5%	-0.1%	i	1.0	8%	i	66	-7.1	837	-1	1	-2%	-0.4%
CCCN1CCN(CCCNC(=O)CN2C(=O)c3cccnc3Oc3ccc(Cl)cc32)CC1	5%	0.2%	i	2.1	9%	i	46	/	/	/	/	-7%	0.1%
Fc1ccc(-n2cc(-c3ccccc3)c3c(NN4CCOCC4)ncnc32)cc1	21%	1.1%	i	0.4	11%	i	5	3.2	968	1	-4	-10%	1.3%
Cc1cc(=O)[nH]c(SCC(=O)NCc2ccco2)n1	14%	-0.1%	i	1.8	20%	i	22	-1.6	1206	13	6	1%	0.0%
O=C(COc1ccc(Cl)cc1)Nc1ccccc1C(=O)NCc1ccco1	-4%	5.7%	i	8.1	6%	i	32	1.5	1175	37	7	17%	0.0%
COc1cc(NC(=O)Cn2ncc(Cl)c(Cl)c2=O)c(C)cc1[N+](=O)[O-]	0%	/	?	/	9%	/	/	6.5	1131	-2	-7	-5%	-1.4%
COc1ccccc1C(CNC(=O)c1cc(S(=O)(=O)N2CCOCC2)ccc1C)N1CCCC1 (centres undefined)	/	1.1%	i	0.5	5%	i	37	/	/	/	/	/	/
CCOc1cc(CN2CCCCC2)ccc1OC	3%	-0.6%	i	8.7	9%	i	20	/	/	2	4	2%	0.5%
O=C(Nc1ccccc1O)c1cccc(S(=O)(=O)N2CCOCC2)c1	5%	-1.1%	i	0.2	4%	i	39	-2.3	1419	-5	15	-1%	?
CC1CCN(C(=O)CC2C(=O)Nc3c2c(=O)n(C)c(=O)n3Cc2ccccc2)CC1 (centres undefined)	2%	1.2%	i	8.0	-2%	i	30	1.9	1485	6	-6	10%	0.5%
COc1ccc(CCC(=O)Nc2ccc3c(c2)OCO3)cc1	21%	-0.6%	i	0.9	9%	i	66	/	/	/	/	-2%	-0.1%
